High-throughput results deposited in PubChem by several laboratories.
RGS4 act: RGS4 potentiators or activators, primary screen, cell-based, HEK293 M3R inducible RGS4, calcium flux | carbachol calcium flux Fluo4; hits give low values | B-score at 10 µM | 310,000 compounds, 0.92% hits;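 active = B-score of the integrated calcium signal more than 4 SD below the library mean, with starting fluorescence not abnormally high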;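 also: negative B-score means reduced calcium response which marks RGS4 activation or potentiation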
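System – HEK293 FlpIn-TREx cells, stable M3R, doxycycline-inducible RGS4 · Reagent – ECmax carbachol challenge · Times – compound preincubation 20 min at room temperature before agonist · Technique – Fluo4 fluorescence kinetic imaging of calcium · Measure – B score of integrated Fluo4 ratio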
KCNK9 inh: KCNK9 potassium channel inhibitors, primary screen, HEK293 cells, thallium flux; B-score at 10 µM; Potassium channel subfamily K member 9 (Homo sapiens), Q9NPC2; FluxOR thallium flux fluorescence; hits give low values; 310,000 compounds, 1.2% hits;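 active = ratio B-score over 3 SD below the library mean, with starting fluorescence within 5 SD of its mean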;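 also: negative B-score means less thallium flux so channel inhibition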
DYRK1A inh: rat Dyrk1A kinase inhibitors, primary screen, biochemical, single point, plate reader | 310,000 compounds, 0.43% hits | ADP-Glo luminescence, NFATc1 peptide | inhibition, % at 12.5 µM | Dual specificity tyrosine-phosphorylation-regulated kinase 1A (Rattus norvegicus), Q63470; in the data active = inhibition above about 50%;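 also: plate controls were vehicle with enzyme for no effect and no enzyme for full effect; many of its hits are not listed in these tables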
KCNQ1 pot: potentiators or activators of KCNQ1 channel, primary screen, cell-based, thallium flux, high-throughput. CHO-K1 KCNQ1, thallium flux FluxOR fluorescence; hits give high values. AID 2648, 2010. B-score at 10 µM. 310,000 compounds, 0.35% hits;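 active = fluorescence ratio B-score, a plate-corrected score, at least three library SD, with initial intensity B-score within 5 SD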
Target sequence (P51787 whole entry, looked up): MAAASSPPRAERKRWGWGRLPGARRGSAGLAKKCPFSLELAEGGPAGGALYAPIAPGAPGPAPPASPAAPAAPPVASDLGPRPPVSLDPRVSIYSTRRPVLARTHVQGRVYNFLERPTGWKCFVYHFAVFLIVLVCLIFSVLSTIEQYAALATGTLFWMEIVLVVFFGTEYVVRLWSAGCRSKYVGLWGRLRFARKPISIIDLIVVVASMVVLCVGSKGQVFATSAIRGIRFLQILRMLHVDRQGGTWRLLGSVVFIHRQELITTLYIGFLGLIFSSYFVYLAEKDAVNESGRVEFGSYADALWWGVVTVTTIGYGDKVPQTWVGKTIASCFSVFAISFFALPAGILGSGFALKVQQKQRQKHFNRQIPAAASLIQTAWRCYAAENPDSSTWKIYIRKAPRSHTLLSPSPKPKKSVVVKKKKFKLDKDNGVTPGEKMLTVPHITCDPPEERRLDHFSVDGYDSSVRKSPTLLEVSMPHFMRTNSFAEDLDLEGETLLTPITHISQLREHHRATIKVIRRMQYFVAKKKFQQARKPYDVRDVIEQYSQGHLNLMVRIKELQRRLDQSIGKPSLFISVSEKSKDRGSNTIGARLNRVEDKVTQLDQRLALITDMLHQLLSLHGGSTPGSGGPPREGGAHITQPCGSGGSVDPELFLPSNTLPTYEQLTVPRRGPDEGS
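Test system: CHO-K1 cells stably expressing KCNQ1 / Medium: assay buffer / Also added: depolarizing K+/Tl+ stimulus, K2SO4 and Tl2SO4 each 12.5 mM in 5x stock / Incubation: 90 min dye loading and 20 min compound exposure, both at room temperature / Signal: thallium influx via FluxOR fluorescence, kinetic imaging / Evaluation: B score of baseline-normalized fluorescence ratio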
RGS4 block: RGS4 inhibitors, primary screen, cell-based, HEK293 M3R inducible RGS4, calcium flux; B-score at 10 µM; Fluo-4 calcium flux; hits give high values; triggered by carbachol at its EC20; 310,000 compounds, 0.45% hits; Regulator of G-protein signaling 4 (Homo sapiens), P49798; AID 463165, 2010;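 active = B-score, a plate-corrected calcium signal, over three deviations above library mean, with baseline fluorescence within five deviations of library mean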;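 also: RGS4 expression induced by doxycycline in cells with stable M3 receptor; B-score is computed from the integrated fluorescence ratio over baseline after carbachol; higher B-score means a larger calcium signal and so more RGS4 inhibition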
GSK3 alpha inh: blockers of GSK3A enzyme activity – biochemical, luminescence, cell-free homogeneous, HTS, primary screen; GSK-3 alpha kinase, ADP-Glo luminescence, 60 min; Glycogen synthase kinase-3 alpha (Homo sapiens), P49840; inhibition, % at 10 µM; 320,000 compounds, 0.1% hits;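 in the data active = inhibition above about 50%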;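 also: GST-tagged GSK-3 alpha with peptide substrate and 25 µM ATP; 0% = DMSO neutral wells and 100% = GW8510 positive control wells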
PolyA inhibitor: polyadenylation inhibitors in yeast reporter cells, primary screen, luminescence, S. cerevisiae; S. cerevisiae SKY197-pL101 polyadenylation reporter, beta-gal luminescence; efflux-impaired pdr1/pdr3 knockout yeast; score 100 = 6 SD above DMSO; AID 1875, 2009; calls only at 12 µM; 300,000 compounds, 0.02% hits;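 active = lowest replicate activity score at least 50, where 100 means six control SD above control mean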;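 also: yeast exposed to compound for 9 h at 30 °C; higher score means more reporter readthrough which indicates perturbed polyadenylation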
KCNQ1 block: inhibitors of human KCNQ1 channel, primary screen, cell-based, thallium flux, high-throughput; CHO-K1 KCNQ1, FluxOR thallium flux fluorescence; hits give high values; B-score at 10 µM; 310,000 compounds, 1.3% hits;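 active = compounds whose thallium flux B-score, printed positive for inhibition, exceeds three library SD while starting fluorescence stays within three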;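 also: channel opened by potassium depolarization with thallium stimulus after 20 min compound exposure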
hERG rescue: hERG rescue from dofetilide block, primary screen, cell-based, CHO-hERG, FluxOR thallium flux, dofetilide IC70. dofetilide IC70 present. 310,000 compounds, 0.51% hits. activation (rescue from dofetilide block), less the hit threshold, % at 10 µM. Voltage-gated inwardly rectifying potassium channel KCNH2 (Homo sapiens), Q12809;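 active = activation above the mean of controls blocked by dofetilide plus 5 SD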;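 also: thallium influx through hERG after potassium depolarization seen as dye fluorescence rise; in these data hits start at about 4.7%; inactives centre near -7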
GSK3B inh: human GSK3beta kinase inhibitors, primary screen, biochemical, cell-free homogeneous, HTS; GST-GSK3beta kinase, ADP-Glo luminescence, 60 min; hits give low values; 300,000 compounds, 0.038% hits; Glycogen synthase kinase-3 beta (Homo sapiens), P49841; activity score (negative = inhibition), % at 10 µM;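 active = more than half of replicate wells score below -50%, meaning over 50% inhibition versus plate controls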;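 also: 0% = median DMSO wells and -100% = median GW8510 positive control wells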
Target sequence (P49841 whole entry, looked up): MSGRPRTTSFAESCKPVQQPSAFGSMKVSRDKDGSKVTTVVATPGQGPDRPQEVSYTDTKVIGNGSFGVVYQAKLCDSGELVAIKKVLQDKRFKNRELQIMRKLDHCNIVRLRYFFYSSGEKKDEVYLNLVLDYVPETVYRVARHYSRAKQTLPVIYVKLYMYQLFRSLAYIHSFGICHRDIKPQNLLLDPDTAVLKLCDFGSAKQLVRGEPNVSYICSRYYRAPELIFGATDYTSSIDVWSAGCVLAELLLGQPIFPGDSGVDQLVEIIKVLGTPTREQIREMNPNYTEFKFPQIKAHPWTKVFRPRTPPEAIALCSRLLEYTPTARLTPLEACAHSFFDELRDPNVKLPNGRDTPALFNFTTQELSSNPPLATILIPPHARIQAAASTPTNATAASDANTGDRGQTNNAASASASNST
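Test system – GST-tagged human GSK3beta kinase, cell-free · Incubation – 60 min enzyme reaction, room temperature · Signal – ADP-Glo luminescence · Also added – peptide substrate and ATP at 25 µM · Controls – DMSO neutral wells and GW8510 at 20 µM as positive · Buffer or medium – Tris/MgCl2 kinase buffer · Measure – Luminescence-derived activity versus plate DMSO and GW8510 wells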
KCNK3 inh: human KCNK3 channel inhibitors, primary screen, CHO cells, FluxOR thallium flux, B-score | Potassium channel subfamily K member 3 (Homo sapiens), O14649 | FluxOR fluorescence; hits give low values | B-score at 10 µM | 340,000 compounds, 0.84% hits | AID 602410, 2012;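 active = B-score under library mean minus 4 SD, starting fluorescence ratio at most library mean plus 5 SD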;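 also: more negative B-score means stronger inhibition of thallium flux through KCNK3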
An asterisk follows results filed as active; i = inactive; / = not tested or not shown. Some of the compounds tested (hit frequency here may not be typical).

The line under a structure holds: RGS4 act	KCNK9 inh	DYRK1A inh	KCNQ1 pot	RGS4 block	GSK3 alpha inh	PolyA inhibitor	KCNQ1 block	hERG rescue	GSK3B inh	KCNK3 inh
Cn1c(=O)oc2cc(S(=O)(=O)N3CCN(c4ccccc4)CC3)ccc21
→ i	i	-2	i	i	-2	i	i	-10	-2	i
Cc1cccc(SCC(=O)Nc2ccccc2[N+](=O)[O-])c1
→ i	i	-3	i	i	-1	i	i	-9	2	i
O=c1c2nnn(Cc3ccc(Cl)cc3)c2ncn1Cc1ccc(F)cc1
→ i	i	-11	i	i	-1	i	i	-5	0	i
CCOC(=O)c1c(S(=O)(=O)N2CCCC(C(=O)Nc3ncccc3C)C2)c(C)n(C)c1C (stereo not drawn)
→ i	i	/	i	i	-1	i	i	-6	0	i
COc1ccc(-c2c(C(C)=O)c(C)nc3sc4c(=O)n(-c5ccc(C)cc5)nnc4c23)cc1
→ i	i	-4	i	i	3	i	i	-3	-3	i
COC(=O)COc1ccc(NS(=O)(=O)c2cccc([N+](=O)[O-])c2)cc1
→ i	i	-2	i	i	-4	i	i	-10	9	i
COCCn1c(-c2ccc(OC)cc2)cnc1SCC(=O)Nc1cccc2ccccc12
→ i	i	0	i	i	-2	i	i	-13	0	i
Cn1c(SCC(=O)NCc2ccccc2)nnc1C1CC1
→ i	i	-8	i	i	-2	i	i	-5	-1	i
CC1=C(C(=O)OCc2ccccc2)C(c2ccco2)n2ncnc2N1 (stereo not drawn)
→ i	i	-4	i	i	-2	i	i	-8	2	i
CN(CC(=O)Nc1ccc(F)c(F)c1F)C(=O)CC1OC(=O)c2ccccc21 (stereo not drawn)
→ i	i	8	i	i	1	/	i	-9	-3	i

The line under a structure holds: RGS4 act	KCNK9 inh	DYRK1A inh	KCNQ1 pot	RGS4 block	GSK3 alpha inh	PolyA inhibitor	KCNQ1 block	hERG rescue	GSK3B inh	KCNK3 inh
CCCCSc1nnc2c(n1)[nH]c1ccccc12
→ i	i	-8	i	i	2	i	i	-22	-4	i
O=C(NC(=S)NCc1nc2ccccc2[nH]1)c1ccc(F)cc1
→ i	i	/	i	i	0	i	i	-18	1	i
O=C(NCc1ccco1)c1ccc(Cn2cc([N+](=O)[O-])cn2)o1
→ i	i	11	i	i	-3	i	i	-9	1	i
CC1(C)Cc2cccc(OCC(=O)OCC(=O)Nc3ccc(C(N)=O)cc3)c2O1
→ i	i	16	i	i	-1	i	i	-12	5	i
O=C(COC(=O)/C=C/c1cccc(C(F)(F)F)c1)Nc1cccc2ccccc12
→ i	i	-5	i	i	-1	i	i	-5	-1	i
CCOC(=O)c1ccc(NC(=S)NCC(O)c2ccccc2)cc1 (stereo not drawn)
→ i	i	1	i	i	-1	i	i	-15	1	i
CCOc1ccc(C2C(C#N)=C(N)N3C(=C2C#N)Sc2ccccc23)cc1 (stereo not drawn)
→ i	i	8	i	i	-5	i	i	-2	3	i
Cn1nc(C(C)(C)C)cc1C(=O)NNC(=O)c1ccccc1Cl
→ i	i	4	i	i	0	i	i	-7	-1	i
Cc1cc(NS(=O)(=O)c2ccc(NC(=S)NCc3ccccc3)cc2)no1
→ i	i	-2	i	i	0	i	i	-6	1	i
COC(=O)Cn1c(=NC(=O)CN2C(=O)CCC2=O)sc2cc(S(N)(=O)=O)ccc21
→ i	i	0	i	i	0	i	i	-10	-1	i

The line under a structure holds: RGS4 act	KCNK9 inh	DYRK1A inh	KCNQ1 pot	RGS4 block	GSK3 alpha inh	PolyA inhibitor	KCNQ1 block	hERG rescue	GSK3B inh	KCNK3 inh
Cc1nc(SCC(=O)c2ccc(F)c(F)c2)[nH]c(=O)c1Oc1ccc(F)cc1
→ i	i	0	i	i	-2	i	i	-7	0	i
O=Cc1sc(=O)n(Cc2cccc(C(=O)O)c2)c1Cl
→ i	i	-3	i	i	-1	i	i	-22	-3	i
O=C(c1cccc(COCC(F)(F)C(F)F)c1)N1CCN(c2ccccc2)CC1
→ i	i	-1	i	i	-1	i	i	-10	3	i
CS(=O)(=O)N(CCc1ccccc1)CC(=O)Nc1ccc2c(c1)OCO2
→ i	-7.9*	2	i	i	-1	i	i	-8	0	i
COc1cc(/C=N/NC(=O)CNS(=O)(=O)c2ccc(C)cc2)cc(OC)c1OC
→ i	i	-7	i	i	1	/	i	-9	-5	i
CC(=O)Nc1cccc(NC(=O)c2c(-c3ccccc3)noc2C)c1
→ i	i	7	i	i	-2	i	i	-1	4	i
CC(C)Cc1ccc(C(C)C(=O)Nc2ncccn2)cc1 (stereo not drawn)
→ i	i	1	i	i	1	i	i	-5	1	i
COc1cc(Br)cc2cc(C(=O)N3CCOCC3)c(=O)oc12
→ i	i	-5	i	i	-1	/	i	-9	-1	i
Cc1ccc(/C=C/C(=O)Nn2cnnc2)cc1
→ i	i	2	i	i	-1	i	i	-1	3	i
O=C(CCc1ccc(S(=O)(=O)NCc2ccccc2)cc1)NCc1cccnc1
→ i	i	1	i	i	-2	i	i	-5	6	i

The line under a structure holds: RGS4 act	KCNK9 inh	DYRK1A inh	KCNQ1 pot	RGS4 block	GSK3 alpha inh	PolyA inhibitor	KCNQ1 block	hERG rescue	GSK3B inh	KCNK3 inh
CCCc1nnc(NC(=O)CN2CCOCC2)s1
→ i	i	-1	i	i	/	i	i	12*	3	i
CC(C)c1ccc(NC(=O)c2sccc2-n2cccc2)cc1
→ i	-11*	-6	i	i	-3	i	6*	-4	-2	i
CCOc1ccc(NC(=S)Nc2ccc(Br)cc2Cl)cc1
→ i	i	-5	i	i	-2	i	i	-14	4	i
COc1ccc2c(c1)CCC(C)N2C(=O)C(=O)c1c[nH]c2ccccc12 (stereo not drawn)
→ i	i	-2	i	i	-2	i	i	-10	-2	i
CNC(=S)NNC(=O)c1ccccc1F
→ i	i	0	i	i	-1	i	i	-1	1	i
CN(C)S(=O)(=O)c1cccc(NC(=O)CCCSc2ccccc2)c1
→ i	i	0	i	i	-3	i	i	-10	1	i
CCCNc1c(N)n(-c2ccccc2)c(=O)[nH]c1=O
→ i	i	8	i	i	-4	i	i	-9	1	i
Cc1cccc(-n2nc3c(c2NC(=O)c2ccc(Br)o2)CSC3)c1
→ i	i	-3	i	i	-4	i	i	-6	-1	i
O=C1NCCN1Cc1ccccc1
→ i	i	4	i	i	-7	i	i	-11	2	i
CC1(CC(=O)N/N=C/c2ccc(-c3ccc(Cl)cc3)o2)OCCO1
→ i	i	-1	i	i	-1	i	i	-8	3	i

The line under a structure holds: RGS4 act	KCNK9 inh	DYRK1A inh	KCNQ1 pot	RGS4 block	GSK3 alpha inh	PolyA inhibitor	KCNQ1 block	hERG rescue	GSK3B inh	KCNK3 inh
Cc1ccccc1-c1cnn(-c2cccc([N+](=O)[O-])c2)c1N
→ i	i	-2	i	i	-1	i	i	-14	1	i
Nc1ccc(C#Cc2ccc3oc4ccccc4c(=O)c3c2)cc1
→ i	i	3	i	i	-2	i	i	-9	1	i
N=c1c(S(=O)(=O)c2ccc(F)cc2)cc2c(=O)n3ccccc3nc2n1CC1CCCO1 (stereo not drawn)
→ i	i	4	i	i	-1	i	i	-10	-2	i
COc1ccc2oc(=O)c(-c3nnc(N)s3)cc2c1
→ i	i	13	i	i	/	i	i	-7	-7	i
C/C(=N\NC(=O)c1cccs1)c1ccc2ccccc2c1
→ i	i	4	i	i	-2	i	i	-8	0	i
COC(=O)CNC(=O)Cn1cnc2sc(C)c(S(=O)(=O)N3CCN(c4ccccc4OC)CC3)c2c1=O
→ i	i	-1	i	i	0	i	i	-7	/	i
O=C(CSc1nc2ccccc2[nH]1)Nc1c(F)c(F)c(F)c(F)c1F
→ i	i	-4	i	i	1	i	i	-1	0	i
O=C(CNC(=O)c1ccccc1)OCCCOC(=O)CNC(=O)c1ccccc1
→ i	i	-5	i	i	0	i	i	-5	11	i
COc1cc(CNCCSc2nnnn2C)cc(OC)c1OC
→ i	i	5	i	i	/	i	i	-4	1	i
COc1cc(Cn2c(=O)c3c(OC)c(C)cnc3n(C)c2=O)cc(OC)c1
→ i	i	-1	i	i	4	i	i	-6	0	i

The line under a structure holds: RGS4 act	KCNK9 inh	DYRK1A inh	KCNQ1 pot	RGS4 block	GSK3 alpha inh	PolyA inhibitor	KCNQ1 block	hERG rescue	GSK3B inh	KCNK3 inh
Cc1ccccc1Nc1nc(N)nc(CN2CCN(c3ccccn3)CC2)n1
→ i	i	/	i	i	-1	i	i	-6	-1	i
COc1ccc(NC(=O)CSc2cn[nH]n2)cc1OC
→ i	i	-1	i	i	1	i	i	-5	-7	i
CCCc1cc(=O)n2[nH]c(NCc3c(Cl)cccc3Cl)nc2n1
→ i	i	1	i	i	-5	i	i	-10	3	i
Cc1nc2c(ccc3nc(NC(=O)C4CC4)sc32)s1
→ i	i	/	i	i	9	i	i	-10	-7	i
O=C(CN(Cc1ccccc1F)S(=O)(=O)c1ccc(Cl)cc1)NCC1CCCO1 (stereo not drawn)
→ i	i	2	i	i	-2	i	i	-3	0	i
O=C(COc1ncnc2scc(-c3ccccc3)c12)NCCN1C(=O)CSC1=O
→ i	i	/	i	i	-4	i	i	3	4	/
